Screening data: PubChem, several laboratories
TNAP activation fold = human TNAP enzyme activators, primary screen, biochemical, luminescent, no phosphate acceptor, uHTS (AID 1001); purified TNAP, luminescent activation assay, no phosphate acceptor; higher activation fold means a stronger effect; activation fold at 20 µM, or EC50 in µM where a hit was titrated; 200,000 tested, 0.03% active; in the data active = activation fold from about 3, or a potency from the dose series; inactive = the rest, 99 in 100 with activation fold below about 1.6; also: many of its hits are not listed in these tables
bCat nuc transl = modulators of beta-catenin nuclear translocation. nuclear translocation activity, % at 5 µM. AID 1665. HeLa beta-catenin nuclear translocation, immunofluorescence imaging. 190,000 tested, 0.3% active;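 active = nuclear translocation activity above 50% at 5 µM, with a well cell count of 50 or more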;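 also: per-cell ratio of nuclear to cytoplasmic median beta-catenin stain intensity; plate controls were DMSO negative control for no effect and GSK-3 inhibitor IX positive control for full effect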
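Signal – beta-catenin immunofluorescence imaging with DAPI · Test system – human HeLa cell line · Dosing – 5 µM primary single dose, 0.1% DMSO, 0.02–20 µM confirmation series · Measure – % activation, nuclear-to-cytoplasmic median beta-catenin signal ratio per cell · Incubation – 24 h compound exposure at 37°C, 5% CO2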
Lipid droplet = hepatic lipid droplet formation modulation. AML12 mouse hepatocytes, oleate lipid droplets, BODIPY imaging. inhibition, % at 6.5 µM. 240,000 tested, 0.4% active;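 active = lipid droplet intensity inhibited by at least 50%, with more than 500 cells counted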
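Material: mouse AML12 hepatocyte cell line, fixed after treatment; Timing: compound with oleate, overnight; Technique: high-content imaging of BODIPY-stained droplets and DAPI nuclei; Probe or stimulus: oleate, 100 µM final; Dosing: compound at 6.5 µM only.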
T cell HTS = T cell immune modulation candidate; 2C CD8+ T cell-vesicle binding, flow cytometry; stronger effect = lower value; 330,000 tested, 0.068% active; calls only at 7 µM;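 active = response, share of CD8 T cells binding vesicles, and their 90th percentile fluorescence all below set limits, cut at about 80% in these data, passing the limit was not always enough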
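Also added: QL9-peptide-loaded Drosophila micro-vesicles bearing Ld, ICAM-1 and B7-1; Test system: purified 2C TCR transgenic mouse naive CD8+ T cells; Measured by: cytometric PE anti-B7-1 and Alexa647 anti-CD8 signals after 1% paraformaldehyde fixation; Timing: binding step 1.5 h, 37 °C, antibody labelling 20 min, ice.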
Autophagy HCS = autophagy modulation, high-content screen; AID 463193; MEF GFP-LC3 puncta imaging; test concentration mostly 10 µM; calls only at 10 µM (by protocol); 190,000 tested, 0.98% active;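 active = percentage of spot-positive cells more than 3 SD above its plate mean, without a fluorescence outlier flag or 80% toxicity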;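 also: spot-positive cell cutoff set from DMSO-treated cells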
Insulin prom up = MIN6 insulin promoter up-regulation. 190,000 tested, 0.3% active. MIN6 insulin promoter-GFP reporter, high-content imaging; stronger effect = higher value. z-score at 5 µM;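 active = z-score above 3 at 5 µM with at least 500 cells counted in the well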
PMI inhibition = human PMI inhibitors, high substrate, primary screen, biochemical, fluorescence intensity, high mannose 6-phosphate (AID 1220) | recombinant PMI enzyme, coupled fluorescence intensity; higher % means a stronger effect | 190,000 tested, 0.66% active | one-dose inhibition, % at 20 µM; IC50 in µM for titrated hits
MT stabilize HCS = microtubule stabilizers in HeLa cells | HeLa tubulin immunostaining HCS, 24 h; share of cells brighter than vehicle mean+2SD | 200,000 tested, 0.83% active | % tubulin-high responders, % at 10 µM;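 active = plate Z-score above 3 for both tubulin-high and condensed-nucleus cell shares, with cell loss under 80%, at 10 µM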;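 also: anti alpha tubulin signal scored within the nucleus-defined area of each cell; some results filed as inactive read as strong as hits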
human PMI inhibition = inhibitors of human PMI, primary screen, biochemical, fluorescence intensity, coupled assay (AID 1209); purified PMI enzyme, coupled fluorescence intensity; higher % means a stronger effect; inhibition, % at 20 µM, or IC50 in µM where a hit was titrated; 190,000 tested, 0.42% active;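 also: plate controls were DMSO vehicle for no effect and wells lacking substrate for full effect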
Insulin prom up cell count = also measured in Insulin prom up; calls as there; cell count; measured here: cytotoxicity, nuclei count;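 total cells summed across four imaged fields per well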
Lipid droplet cells 6.5 µM = further read-out of Lipid droplet, marked with its call; cell count; measured here: cell count, cytotoxicity flag;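 cells counted across two imaged fields per well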
bCat nuc transl cell count 5 µM = further read-out of bCat nuc transl, marked with its call; cell count; measured here: cell count, cytotoxicity flag
T cell HTS vesicle-bound % = further read-out of T cell HTS, marked with its call; double positive events, %; measured here: CD8+ vesicle-bound cell fraction;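 binding gate set so that unloaded-vesicle control wells show 10% double positive cells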
MT stabilize HCS Hoechst-high % = second read-out of MT stabilize HCS, no call of its own (marks repeat the call); % Hoechst-high responders; measured here: nuclear condensation Hoechst responders;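 share of cells brighter than vehicle mean plus two SD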
MT stabilize HCS cytotoxicity % = second read-out of MT stabilize HCS, no call of its own (marks repeat the call); toxicity, %; measured here: cytotoxicity by cell density;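 0% = mean cell density of plate MIN control wells and 100% = no cells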
Autophagy HCS cell loss 18 h = also measured in Autophagy HCS; calls as there; toxicity, %; measured here: cell loss, nuclei count;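 cell loss after 18 h compound exposure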
Starred values were filed as active, the others as inactive; i = inactive; · = no result given. Rule as the data show it, unless noted: active = inhibition above about 50%; inactive = the rest.

SMILES	TNAP activation fold	bCat nuc transl	bCat nuc transl cell count 5 µM	Lipid droplet	Lipid droplet cells 6.5 µM	T cell HTS	T cell HTS vesicle-bound %	Autophagy HCS	Autophagy HCS cell loss 18 h	Insulin prom up	Insulin prom up cell count	PMI inhibition	MT stabilize HCS	MT stabilize HCS Hoechst-high %	MT stabilize HCS cytotoxicity %	human PMI inhibition
Cc1nc(N=C(N)N)nc2ccccc12	1	4.5	1009	47	682	i	59	i	-3	-0.23	1172	-1%	2.6	3.6	2.2	-6%
CCc1ccccc1NC(=O)c1cccc(N2C(=O)C3C4CCC(C4)C3C2=O)c1 (stereo not given)	1.1	4.7	1361	·	·	i	20	i	7	1.1	1376	0%	2.1	1.5	0.4	7%
O=C(COc1ccccc1Cl)Nc1cc(Cl)ccc1Oc1ccccc1	1	-0.8	1362	·	·	i	15	i	6	1.4	1558	2%	2.3	1.9	6.9	7%
O=C(/C(=C/c1ccc(Cl)cc1)c1nc2ccccc2[nH]1)c1ccccc1	1	-0.4	1373	·	·	i	3	i	53	0.24	1086	8%	47*	20*	78*	6%
O=C(CC1C(=O)NCCN1Cc1ccc(F)c(F)c1)NCCn1cccn1 (stereo not given)	1.1	-0.3	1061	9	737	i	55	i	-4	-0.01	1269	17%	2.3	2.0	5.3	4%
Cc1cc2c(c(=O)n1CCN(C)C)C(c1ccc(Br)cc1)C(C#N)=C(N)O2 (stereo not given)	1.1	-9.5	924	·	·	i	14	i	12	0.58	1350	4%	5.4	2.9	2.8	-8%
O=C(CNS(=O)(=O)c1cccc2nsnc12)NC1CCCCC1	1.1	·	·	-11	752	i	67	i	8	1.1	1171	-4%	3.0	2.6	6.9	5%
O=C(Nc1ccc2c(c1)Cc1ccccc1-2)c1ccc(Br)o1	1.1	-1.7	1216	-6	721	i	58	i	-4	0.03	1125	24%	3.2	2.4	6.3	4%
O=C(CCCOc1ccccc1)N1CCCc2ccccc21	1.1	0.1	1069	-7	627	i	20	i	-5	0.77	1880	12%	2.8	1.4	8.2	15%
CN1CC2(C(=O)c3ccccc3)CN(C)CC(C(=O)c3ccccc3)(C1)C2	1	0.9	1433	·	·	i	37	i	11	-1.8	1237	-2%	6.2	2.7	4.9	-1%
Cc1ccc(NC(=S)N2CCN(C(=O)C3CCCO3)CC2)cc1 (stereo not given)	1.1	0.2	940	5	738	i	25	i	-2	0.81	1122	-9%	2.4	1.8	6.8	-15%
CN(C)c1ccc(NC(=O)Nc2ccc3snnc3c2)cc1	1.1	-3.9	957	·	·	i	30	i	7	-1.2	1029	22%	2.8	1.6	7.7	8%
O=C1c2ccccc2C(Nc2ccc3c(c2)OCCO3)N1Cc1ccc2c(c1)OCO2 (stereo not given)	1.1	-0.4	1093	-16	663	i	43	·	·	-0.62	1827	4%	4.6	1.4	6.5	10%
COc1cc(CN(C)Cc2cc(=O)n3ccsc3n2)ccc1OC(F)F	1.1	-0.9	935	5	694	i	26	i	-5	-0.94	1178	2%	1.8	1.4	11	-4%
C=CCOC(=O)C1=C(C)N(C)C(=O)NC1c1cc2c(cc1Br)OCO2 (stereo not given)	1.1	-1.8	946	·	·	i	30	i	8	·	·	3%	5.1	1.9	2.5	-1%
C#CCn1c(=NC(=O)c2ccc(S(=O)(=O)N3CCCc4ccccc43)cc2)sc2cc(S(N)(=O)=O)ccc21	1.1	-1.2	920	-11	616	i	49	i	-13	0.1	1014	21%	2.1	2.7	6.3	27%
Cc1nc2nc(SCC(=O)N3CCOCC3)nn2c(C)c1Cc1c(F)cccc1Cl	1.1	-0.1	973	2	670	i	26	i	2	0.37	1172	19%	4.4	1.6	6.9	24%
O=C(NC12CC3CC(CC(C3)C1)C2)C1CC(=O)N(c2ccccc2)C1 (stereo not given)	1.1	-2.0	564	6	706	i	59	i	-2	·	·	-7%	3.1	1.4	4.0	-3%
COC(=O)c1ccccc1NC(=S)NC(=O)c1ccc2ccccc2c1	1.1	-1.4	951	15	664	i	45	i	-10	-0.2	1267	0%	4.5	2.8	0.9	9%
O=C(Nc1ccccc1C(=O)NCCCn1ccnc1)c1ccccc1	1.1	·	·	·	·	i	13	i	-4	-0.6	876	-11%	1.7	1.4	2.8	-6%
Cc1ccc(/C=N/Nc2nnc(Cl)c3ccccc23)cc1	0.9	-2.2	554	7	683	i	61	i	25	-0.29	1219	-6%	4.2	5.0	8.4	-13%
COc1ccc(N2CCN(c3oc(-c4ccc(OC)c(OC)c4)nc3C#N)CC2)cc1	1	2.7	1030	-19	725	i	35	i	1	-0.82	796	19%	4.0	3.6	9.1	26%
Cn1cc(S(=O)(=O)Nc2cccc(F)c2)c(=O)n(C)c1=O	1	-0.2	1163	-12	669	i	32	i	5	·	·	-1%	4.5	2.5	0.7	5%
O=C(Nc1cccc(NC(=O)c2cccs2)c1)c1ccc2c(c1)OCCO2	1.1	-1.0	1034	-12	699	i	66	i	-10	-0.83	1429	-4%	1.3	2.0	3.7	3%
COc1ccccc1CNc1ccc(N2CCCCC2)cc1	1.1	·	·	-26	701	i	6	i	0	·	·	·	1.8	1.8	9.0	67%*
CSC1=N/C(=C\c2ccc(F)cc2)C(=O)S1	1.1	-1.4	1401	·	·	i	61	i	-11	0.51	1475	9%	3.5	2.8	5.2	13%
Cc1ccc(C(=O)Oc2ccc(N3C(=O)CCC3=O)c(C)c2)cc1	1.2	-3.4	1054	18	733	i	43	i	11	0.39	1647	-6%	6.9	3.4	11	-4%
O=C(Nc1ccccc1)C1C2/C=C\CCCCC21 (stereo not given)	1.1	-4.3	1144	5	652	i	46	i	-17	-0.18	1555	-1%	2.0	1.4	5.4	-1%
CC(=O)OC(C(=O)NC1CCCCC1)c1ccc(Cl)cc1 (stereo not given)	1.1	-7.1	1283	9	746	i	8	i	35	-0.38	895	-10%	2.6	1.7	4.1	-9%
N#CC(C(=O)O)=C1CCCC1	1.1	-1.6	1028	·	·	i	36	i	-9	·	·	-3%	4.9	2.6	9.1	-8%
c1ccc(CCn2nnnc2C(c2cccs2)N2CCN(Cc3ccc4c(c3)OCO4)CC2)cc1 (stereo not given)	1.1	-2.8	1169	-26	686	i	38	i	-2	-4.2	683	0%	3.7	2.7	12	6%
COc1cc(/C=N/NC(=O)c2cnccn2)ccc1O	1.1	-0.7	1046	-10	630	i	46	i	7	-0.02	1535	6%	2.8	3.4	5.4	8%
N#Cc1ccc2ccn(CC(=O)NC3CCCCC3)c2c1	1.1	-3.2	1055	·	·	i	49	i	20	-0.6	1364	14%	2.1	3.3	9.8	10%
Cc1ccc(NC(=O)C2(S(=O)(=O)c3ccc(C)cc3)CC2)cc1	1.1	1.1	1196	-4	680	i	59	i	32	0.76	882	-7%	1.2	1.4	2.9	1%
O=C(COC(=O)c1ccc(S(=O)(=O)Nc2ccccc2)cc1)NCCC1=CCCCC1	1.2	-1.4	948	10	670	i	34	i	5	0.35	1399	15%	3.8	3.2	7.7	25%
COc1ccc(C(=O)n2cnc(N)n2)cc1	1.2	0.3	1310	·	·	i	25	i	7	0.26	1447	6%	6.1	3.9	2.0	5%
CCOc1ccc(/C=C/C(=O)c2ccc(-c3ccccc3)cc2)cc1	1	-1.5	930	18	660	i	29	i	-3	0.17	1320	-7%	3.5	2.8	6.1	-5%
CC(=O)Nc1cc[n+](CC(=O)c2ccc(Cl)cc2)cc1	·	1.9	1291	-12	690	i	35	·	·	0.06	1125	·	·	·	·	·
N#Cc1c(NC(=O)COC(=O)C2CC3C=CC2C3)oc(-c2ccccc2)c1-c1ccccc1 (stereo not given)	1.1	-0.5	1059	-16	603	i	57	i	-5	0.06	1152	8%	3.6	2.1	3.8	7%
CCSc1cnn(-c2ccccc2)c(=O)c1SCC	1.3	·	·	6	769	i	24	i	-5	0.05	865	-5%	1.6	2.0	5.4	-1%
COc1ccc(NC(=O)c2ccc3c(c2)NC(=O)CS3)cc1S(=O)(=O)Nc1ccc(Br)cc1	1.1	40	436	-1	660	i	24	i	-7	·	·	21%	9.6	6.7	45	54%*
COc1ccc(NC(=S)N(CCN2CCOCC2)C2CCN(C(C)=O)CC2)cc1Cl	1.1	1.6	1015	-1	746	i	8	i	-2	-0.98	1345	3%	2.1	2.1	6.8	4%
Nc1cc(C(=O)O)ccc1N1CCCCCC1	1.1	·	·	7	736	i	26	i	3	-0.19	1296	7%	1.3	2.4	7.5	11%
O=C(CSc1nnc(-c2ccccc2)n1-c1ccccc1)NCc1ccco1	1.1	0.7	995	4	776	i	23	i	-2	-0.08	882	-3%	1.1	2.2	5.8	4%
